Screens deposited in PubChem BioAssay by National Center for Advancing Translational Sciences (NCATS).
BAZ2B block = qHTS Assay for Inhibitors of BAZ2B; Bromodomain adjacent to zinc finger domain protein 2B (Homo sapiens), Q9UIF8; AlphaScreen BAZ2B-H3K14Ac peptide displacement; Potency, µM (highest dose often 114 µM), without a hit: at the highest dose activity change, negative = inhibition, hits mostly inhibitors; 360,000 compounds, 4.4% hits; AID 504333, 2011; also: % is scaled to controls: 0 for no effect and ±100 for the full control effect; nearly all actives have a fitted effect of over 60% in size
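Protein-peptide AlphaScreen: BAZ2B 50 nM, b-H3K14Ac 50 nM, 1x PBS pH 7.4 + 0.01% Tween-20. Preincubation 30 min RT; cpd 30 min RT (top 110 uM); beads 20 min RT, light-protected.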
BLM inh = qHTS Assay for Inhibitors of Bloom's syndrome helicase (BLM); RecQ-like DNA helicase BLM (Homo sapiens), P54132; Potency, µM (titrated, usually from 56.1 µM), for inactives: at the highest dose activity change, negative = inhibition, hits mostly inhibitors; 350,000 compounds, 0.2% hits; AID 2528, 2010; recombinant BLM DNA unwinding, fluorescence dequenching;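 also: plate controls were vehicle for no effect and no enzyme for full effect; nearly all actives have a fitted effect of over 35% in size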
Pol eta inh = qHTS for Inhibitors of Polymerase Eta | Potency, µM (top dose mostly 114 µM), for inactives: at the highest dose activity change, negative = inhibition, actives largely listed as inhibitors | 390,000 compounds, 1.2% hits | recombinant Pol eta, fluorescent DNA replication assay | DNA polymerase eta (Homo sapiens), Q9Y253; also: % is scaled to controls: 0 for no effect and ±100 for the full control effect
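Pol eta (10 nM) was preincubated with compounds for 15 min at room temperature, after which fluorescent replication substrate (50 nM final) was added to start the reaction. Fluorescence was read kinetically at 0 and 10 min.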
Pol beta inh = qHTS Assay for Inhibitors of DNA Polymerase Beta. 340,000 compounds, 1.3% hits. AID 485314, 2010. Pol beta primer extension/strand displacement, fluorescence kinetic. P06746. Potency, µM (doses to about 114 µM), without a hit: at the top dose activity change, negative = inhibition, most hits filed as inhibitors; also: % is scaled to controls: 0 for no effect and ±100 for the full control effect
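Preincubation: enzyme (10 nM) with compound, 15 min, RT. Reaction: substrate added to 50 nM final. Reads: 0 and 10 min. Analysis: normalized, Hill fit.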
POLI inh = qHTS for Inhibitors of Polymerase Iota; 390,000 compounds, 1% hits; AID 588590, 2011; Pol iota fluorescent replication assay, 10 min; Potency, µM (series often up to 115 µM), for inactives: at the highest dose activity, negative = inhibition, usual class: inhibitors
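Fluorescent replication assay read twice, at 0 min and 10 min after adding 50 nM (final) substrate. Enzyme (10 nM) and compounds were first incubated 15 min at room temperature; enzyme-free buffer wells were negative controls.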
G9a inh = qHTS Assay for Inhibitors of Histone Lysine Methyltransferase G9a. AID 504332, 2011. Potency, µM (series often up to 102 µM), inactives show top-dose activity, negative = inhibition, actives largely listed as inhibitors. 350,000 compounds, 8.8% hits. G9a H3K9 monomethylation, AlphaScreen, 2 h; also: % is scaled to controls: 0 for no effect and ±100 for the full control effect; nearly all actives have a fitted effect of over 75% in size
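Using a bead-based AlphaScreen, monomethylated H3K9 product from 2 h room-temperature reactions (G9a 20 nM, peptide 500 nM, SAM 20 uM) was detected with 0.5 ug/mL rabbit anti-H3K9me1 antibody.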
Pol kappa inh = qHTS for Inhibitors of Polymerase Kappa. AID 588579, 2011. DNA polymerase kappa (Homo sapiens), Q9UBT6. Potency, µM (doses to about 107 µM), for the others: top-dose activity, negative = inhibition, most hits filed as inhibitors. purified Pol kappa, fluorescent DNA synthesis assay, 10 min. 400,000 compounds, 0.53% hits; also: % is scaled to controls: 0 for no effect and ±100 for the full control effect
Target sequence (Q9UBT6 whole entry, looked up): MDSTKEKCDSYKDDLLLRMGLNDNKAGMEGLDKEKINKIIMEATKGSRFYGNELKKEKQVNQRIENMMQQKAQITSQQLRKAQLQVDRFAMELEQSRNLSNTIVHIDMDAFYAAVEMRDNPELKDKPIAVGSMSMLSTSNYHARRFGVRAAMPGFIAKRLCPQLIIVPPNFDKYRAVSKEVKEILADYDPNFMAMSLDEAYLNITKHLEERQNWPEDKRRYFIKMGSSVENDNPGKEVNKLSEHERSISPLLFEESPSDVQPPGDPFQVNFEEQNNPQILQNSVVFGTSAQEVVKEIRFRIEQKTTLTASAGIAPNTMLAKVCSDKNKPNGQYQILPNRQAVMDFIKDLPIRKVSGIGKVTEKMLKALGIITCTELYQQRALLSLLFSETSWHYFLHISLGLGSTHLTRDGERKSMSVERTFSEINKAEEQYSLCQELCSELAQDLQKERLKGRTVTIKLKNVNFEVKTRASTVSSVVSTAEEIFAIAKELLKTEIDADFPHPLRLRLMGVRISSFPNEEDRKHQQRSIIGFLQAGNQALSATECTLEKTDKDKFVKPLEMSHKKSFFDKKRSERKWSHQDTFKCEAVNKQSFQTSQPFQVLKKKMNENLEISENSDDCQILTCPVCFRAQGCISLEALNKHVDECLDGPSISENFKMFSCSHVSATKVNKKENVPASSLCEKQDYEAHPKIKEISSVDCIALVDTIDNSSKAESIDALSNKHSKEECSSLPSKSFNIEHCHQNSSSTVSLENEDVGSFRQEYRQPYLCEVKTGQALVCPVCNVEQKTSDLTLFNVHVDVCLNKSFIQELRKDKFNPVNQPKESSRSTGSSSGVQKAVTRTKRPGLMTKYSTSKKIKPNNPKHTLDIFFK
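Enzyme at 10 nM met test compounds for 15 min at room temperature. Substrate addition (50 nM final) began the reaction, which was monitored by fluorescence at 0 and 10 min.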
Apoferritin bind = qHTS Assay for Identification of Novel General Anesthetics. apoferritin/1-aminoanthracene competitive binding, fluorescence. 350,000 compounds, 0.074% hits. Ferritin light chain (Equus caballus), P02791. AID 485281, 2010. Potency, µM (series often up to 77.5 µM), for inactives: at the highest dose activity change, negative = displacement, actives largely listed as inhibitors; also: % is scaled to controls: 0 for no effect and ±100 for the full control effect; nearly all actives have a fitted effect of over 20% in size
Target sequence (P02791 2-175 limits assumed): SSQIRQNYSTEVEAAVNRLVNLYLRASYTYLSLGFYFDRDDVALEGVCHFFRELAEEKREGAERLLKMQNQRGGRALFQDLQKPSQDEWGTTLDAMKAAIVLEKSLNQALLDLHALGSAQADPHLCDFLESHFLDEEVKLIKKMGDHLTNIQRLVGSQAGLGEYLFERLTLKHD
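Horse-spleen apoferritin (10 uM) in 50% saturated 1-aminoanthracene in PBS was incubated 10 min at room temperature with compound. Fluorescence (ex 380, em 535 nm) was normalized to free and bound 1-AMA, with concentration-response fitted by a four-parameter Hill equation.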
APEX1 inh = qHTS Assay for Inhibitors of the Human Apurinic/apyrimidinic Endonuclease 1 (APE1) | 350,000 compounds, 0.35% hits | DNA repair nuclease/redox regulator APEX1 (Homo sapiens), P27695 | Potency, µM (top dose mostly 65.8 µM), without a hit: at the highest dose activity change, negative = inhibition, actives largely listed as inhibitors | AID 2517, 2012 | recombinant APE1, TAMRA/BHQ-2 abasic DNA cleavage fluorescence;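 also: plate controls were vehicle for no effect and reference inhibitor for full effect; nearly all actives have a fitted effect of over 55% in size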
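Step 1: APE1 (0.75 nM) with compound, 15 min RT. Step 2: add 50 nM fluorophore/quencher THF duplex. Step 3: three fluorescence reads 60 s apart (525/598 nm); read 3 minus read 1 = reaction progress.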
Numbers without * were called inactive; ? = inconclusive; nt = not tested or not shown; & = joins results of further samples; [ ] = another dose, or the depositor's remark. Calls follow the shape of the dose curve; as a rule, active = well fitted curve in the direction sought with a large enough effect; inconclusive = small, poorly fitted or top-dose-only effect, or another doubt; inactive = no such curve, though single readings can be large; an effect the other way counts as inactive or inconclusive. Potency is read from the fitted curve at half-maximal effect. This is a subset; rates above refer to the full screens.

SMILES	BAZ2B block	BLM inh	Pol eta inh	Pol beta inh	POLI inh	G9a inh	Pol kappa inh	Apoferritin bind	APEX1 inh
N#Cc1ccc(C(=O)CN2CCN(c3ccccc3)CC2)cc1	-27%	-6%	-20%	?	-10%	28µM*	-2%	-11%	41%
CCOC(=O)C1CCN(S(=O)(=O)c2cc(-c3onc(C)c3C)ccc2OC)CC1	-5%	-1%	-20%	-12%	20%	-5%[59 µM]	-11%	-18%	nt
CC(NS(=O)(=O)c1ccc(Cl)cc1)C(=O)OCC(=O)Nc1ccc(N(C)C)cc1 (configuration not stated)	?	nt	-3%	nt	15%	2.5µM*	-4%	nt	-4%
COc1ccc(CN2CC(=O)N(c3ccc(C)cc3C)C2=S)cc1OC	-5%	-3%	-21%	-28%	63%[activator]	?	-6%	-14%	6%
CC(C)(C)c1csc(N/N=C/c2ccc(O)cc2)n1	?	-8%	-16%	?	8%	?	-7%	?	-18%
CCCNc1nc(C)cc(-c2cc(-c3ccc(Cl)cc3)on2)n1	0%	-2%	-10%	-16%	23%	8%[59 µM]	2%	-2%	0%
CCOc1cc2[nH]c(=S)n(Cc3ccc(C(=O)N4CCN(C)CC4)cc3)c(=O)c2cc1OCC	?	1%	?	3%	10%	5%	6%	-3%	84%[activator]
CN(N)c1ccc2c(C(F)(F)F)cc(C(F)(F)F)nc2n1	?	0%	-19%	-2%	6%	35%	-3%	-3%	10%
COc1ccc(S(=O)(=O)Nc2ccc3c(c2)C(=O)N([C@@H](C)CO)C[C@H](C)[C@H](CN(C)S(=O)(=O)c2ccc(F)cc2)O3)cc1	nt	nt	-21%	nt	19%	nt	-4%	nt	-7%
COc1cc2c(cc1OC)-c1nnnn1C(C)(C)C2	-1%	3%	-6%	28%	1%[58.9 µM]	-1%[59 µM]	-5%	2%	-5%
COc1ccc(/C=N/NC(=O)c2ccoc2C)cc1CN1CCN(c2ccc(F)cc2)CC1	79µM*	-4%	-8%	-2%	-11%	?	-6%	-1%	0%
O=C(O)Cc1ccc(NC(=S)Nc2cccc(Cl)c2Cl)cc1	6%	1%	-13%	2%	-2%	22%[59 µM]	3%	-9%	-1%
CC(=O)N1CCC2(CC1)CCN(c1ccccc1)CC2	nt	0%	nt	nt	nt	-3%[12.7 µM]	-2%[60.1 µM]	nt	1%
Cc1c(NC(=O)/C=C/C(=O)O)cccc1[N+](=O)[O-]	-4%	2%	-12%	32%[activator]	-3%[58.9 µM]	40µM*	3%	-9%	-1%
Cc1ccc(S(=O)(=O)CCSc2n[nH]c(=O)n2-c2ccccc2)cc1	2%	0%	-16%	13%	151%[activator]	-27%	1%	-8%	5%
CCOc1ccc(-c2nnc(Nc3ccc(S(N)(=O)=O)cc3)c3ccccc23)cc1	1%	-5%	-15%	-7%	?	12%[59 µM]	3%	-4%	nt
COC(=O)COc1cccc2c(=O)n(CC(=O)N3CCCCC3)ccc12	-32%	0%	0%	23%	33%	0%	5%	-2%	0%
CCN(CC)CCC(c1cc(OC)c(OC)c(OC)c1)c1c(OC)cc(OC)c2c(-c3ccccc3)cc(=O)oc12 (configuration not stated)	-15%	19%&6%	-21%	16%	1%&37%	2%[12.7 µM]	-2%&4%	?	2%&16%
Cc1cc2cc(CN(Cc3ccc4c(c3)OCO4)C(=O)c3ccco3)c(=O)[nH]c2cc1C	nt	-3%	-20%	?	?	-16%[59 µM]	-6%	-6%	-10%
COc1ccc(NC(=O)Nc2ccc(C(=O)N3CCOCC3)cc2)cc1OC	-5%	-8%	-11%	21%	9%	nt	0%	-4%	8%
CS(=O)(=O)N(CC(=O)N1CCCCC1)Cc1ccccc1	0%	0%	-3%	47%	-22%	nt	4%	-9%	-8%
COc1cccc(NC(=O)c2sc3nc4n(c(=O)c3c2C)CCC4)c1	18%&-22%	3%&-2%	0%&-5%	19%&5%	14%&-12%	-9%[59 µM]	-12%&0%	-2%&-5%	-14%
CCOC(=O)COc1nc(C)c(Br)c(OC)n1	0%	-1%	2%	-10%	21%	?	-6%	-20%	18%
COc1nc(-c2ccccc2Cl)ccc1C#N	107%[activator]	-2%	-13%	0%	16%	45%[59 µM]	-18%	-3%	-2%
COc1cc(Cl)c(C)cc1NC(=O)c1nn(-c2ccc(C)cc2)c(=O)n(C)c1=O	-4%	-2%	-12%	-1%	-2%	-18%[59 µM]	-12%[60.1 µM]	-5%	nt
SMILES	BAZ2B block	BLM inh	Pol eta inh	Pol beta inh	POLI inh	G9a inh	Pol kappa inh	Apoferritin bind	APEX1 inh
Cc1ccc2nc(SCC(=O)NC3CCCC3)nc(=O)n2c1	-4%	nt	-16%	nt	21%	9%	-25%	nt	20%
CN(C)CCNc1nc2sc3c(c2c(=O)n1Cc1ccccc1)CCCCC3	35µM*	-1%	-20%	4%	43%[activator]	?	-4%	-12%	-8%
Cc1ccc(S(=O)(=O)Cc2ccc(C(=O)N3CCN(c4cccc(C)c4C)CC3)o2)cc1	-34%&-28%	-10%&-9%	-7%&-23%	-8%&-29%	?	-3%	-3%	2%&-3%	-14%
COCCN1C(=O)C(=O)/C(=C(/O)c2ccc(OC(C)C)cc2)C1c1cccnc1 (configuration not stated)	-4%	0%	-7%	2%	0%	-1%[12.7 µM]	-3%	0%	-1%
CCOc1ccc(/C(C)=N/NC(=O)c2nnn(-c3nonc3N)c2-c2cccs2)cc1	-8%	-3%	-16%	16%	42%[activator]	33%[activator]	-9%	-10%	-2%
CCN(C[C@H]1N[C@@](Cc2ccccc2)(C(=O)OC)[C@H]2C(=O)N(Cc3ccccc3)C(=O)[C@@H]12)S(=O)(=O)c1ccccc1	nt	nt	-20%	nt	25%	nt	-4%	nt	-2%
CCOc1ccc(C2c3c(oc4ccccc4c3=O)C(=O)N2CCCN2CCOCC2)cc1 (configuration not stated)	-27%	-2%	-9%	0%	3%	?	-2%	-8%	-3%
Cc1c(Cl)cccc1NC(=O)C1CCN(c2ncnc3c2nc2n3CCCCC2)CC1	-3%	-2%	-3%	3%	-2%	-5%[59 µM]	-15%	-5%	nt
COC(=O)c1sccc1N/N=C/c1cccc(Oc2ccccc2)c1	39%[activator]	-12%	-19%	0%	441%[activator]	45%[59 µM]	-10%	239%[activator]	1%
CCCN(CCC)c1nc(N)c(C#N)c(CC#N)c1C#N	13%	-18%	?	8%	11%	?	-22%	?	-6%
COc1ccc(Cl)cc1S(=O)(=O)N1CCN=C1c1ccccc1	-2%	2%	-5%	11%	0%	nt	-6%	-3%	6%
N#CC1=C(N)NC(SCC(=O)c2ccc(Cl)cc2)=C(C#N)C12CCCC2	14%	-24%	-9%	-10%	-9%	?	-21%	?	-4%
CC1(C)Cc2cccc(OCC(=O)N3CCN(S(=O)(=O)c4ccccc4)CC3)c2O1	nt	-5%	-7%	6%	3%	9%[59 µM]	-8%	-15%	-3%
CSc1nc2n(n1)C(c1cccc(F)c1)C(C(=O)Nc1ccc(C)cc1C)=C(C)N2 (configuration not stated)	-6%	-2%	0%	6%	13%	3%	5%	-6%	-9%
CC(C)(C)NC(=O)CN(C(=O)C(=O)Nc1ccc2c(c1)OCCO2)C1CC1	-2%	-3%	-1%	1%	67%[activator]	17%	3%	-11%	13%
CSCCC(NC(N)=O)C(=O)Nc1ccc(F)c(Cl)c1 (configuration not stated)	-2%	-2%	-22%	23%	81%[activator]	2%[59 µM]	4%	-5%	-4%
O=C(CN1C(=O)NC(c2ccccc2)(c2ccccc2)C1=O)NC1CCCC1	6%	nt	-19%	nt	21%	23%[2.33 µM]	1%	nt	31%
COc1ccc(-c2oc(NC(=O)CSc3nncn3C)c(C#N)c2-c2ccc(OC)cc2)cc1	-5%	-6%	-3%	-1%	?	-7%[59 µM]	-4%	-5%	-5%

G9a inh, entries above that show a hit
Structure	BAZ2B block	BLM inh	Pol eta inh	POLI inh	G9a inh	Pol kappa inh	APEX1 inh
N#Cc1ccc(C(=O)CN2CCN(c3ccccc3)CC2)cc1	-27%	-6%	-20%	-10%	28µM*	-2%	41%
CC(NS(=O)(=O)c1ccc(Cl)cc1)C(=O)OCC(=O)Nc1ccc(N(C)C)cc1 (configuration not stated)	?	nt	-3%	15%	2.5µM*	-4%	-4%
Cc1c(NC(=O)/C=C/C(=O)O)cccc1[N+](=O)[O-]	-4%	2%	-12%	-3%[58.9 µM]	40µM*	3%	-1%

Laid out differently: entries from further up.
Compound | BAZ2B block | BLM inh | Pol eta inh | Pol beta inh | POLI inh | G9a inh | Pol kappa inh | Apoferritin bind | APEX1 inh
COC(=O)c1sccc1N/N=C/c1cccc(Oc2ccccc2)c1 | 39%[activator] | -12% | -19% | 0% | 441%[activator] | 45%[59 µM] | -10% | 239%[activator] | 1%
CCCN(CCC)c1nc(N)c(C#N)c(CC#N)c1C#N | 13% | -18% | ? | 8% | 11% | ? | -22% | ? | -6%
